High-throughput results deposited in PubChem BioAssay by The Scripps Research Institute Molecular Screening Center.
Tn7 DDE FP: inhibitors of Tn7 peptide binding to human fibrin DD(E) | actives 0.13% (n = 370,000) | FP displacement of FITC-Tn7 peptide from fibrin DD(E); 0% = median of compound wells per plate | inhibition, % at 8.3 µM | P02675;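 active = inhibition above the mean of compounds falling within the control limits plus 3 SD of them, cut at about 14% in these data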;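 note: 0% = plate median of compound wells and 100% = 10 µM Aha-Tn7 peptide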
Target sequence (P02675 whole entry, looked up): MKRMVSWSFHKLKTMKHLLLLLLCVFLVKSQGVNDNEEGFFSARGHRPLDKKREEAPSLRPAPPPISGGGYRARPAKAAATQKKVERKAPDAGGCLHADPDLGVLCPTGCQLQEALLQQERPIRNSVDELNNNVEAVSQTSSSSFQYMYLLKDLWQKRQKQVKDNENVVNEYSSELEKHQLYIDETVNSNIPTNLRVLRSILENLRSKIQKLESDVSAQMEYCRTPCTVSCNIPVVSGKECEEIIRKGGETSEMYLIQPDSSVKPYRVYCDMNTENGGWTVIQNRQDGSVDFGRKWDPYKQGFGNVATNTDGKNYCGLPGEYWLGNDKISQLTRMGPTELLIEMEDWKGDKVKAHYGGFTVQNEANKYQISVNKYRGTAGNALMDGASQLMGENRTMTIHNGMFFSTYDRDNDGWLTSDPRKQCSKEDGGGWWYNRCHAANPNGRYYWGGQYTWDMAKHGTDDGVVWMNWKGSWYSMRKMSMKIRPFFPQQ
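Test system – human fibrin DD(E) · Times – 10 min preincubation, 3 h with tracer, room temperature · Detection – fluorescence polarization of the labelled Tn7 tracer · Measure – percent inhibition normalized to high-control wells · Benchmarks – high control wells with 10 µM unlabelled Aha-Tn7 peptide (full inhibition) · Repeats – singlicate testing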
ARFGAP1 inh: inhibits rat ARF GTPase activating protein 1 | Q62848 | Arfgap1-stimulated ARF1 GTP hydrolysis, GDP FP detection | inhibition, % at 16.5 µM | actives 0.26% (n = 360,000);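 active = inhibition above a per-plate limit, mean inhibition of low control wells plus 3 SD, cut at about 25% in these data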;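 note: 0% = DMSO wells with enzyme and 100% = wells lacking Arfgap1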
Target sequence (Q62848 1-136 limits assumed): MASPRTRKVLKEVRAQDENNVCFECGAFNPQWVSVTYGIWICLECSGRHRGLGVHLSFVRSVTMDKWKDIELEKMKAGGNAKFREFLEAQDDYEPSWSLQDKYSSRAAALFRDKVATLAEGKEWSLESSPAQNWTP
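Replicates: Single well per compound | Assay system: Truncated rat Arfgap1 GAP domain | Control set: No-Arfgap1 wells (100%) versus DMSO full-reaction wells (0%) | Times: Enzyme reaction 120 min at 25 °C after 20 min preincubation | Reagent: Human ARF1(Δ1-17)-GTP substrate | Measured by: Tracer-displacement fluorescence polarization with EDTA stop, 620/688 nm | Measure: Percent inhibition of Arfgap1-stimulated GTP hydrolysis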
ADAM17 inh: inhibits human ADAM17 | P78536 | recombinant ADAM17, EDANS/DABCYL FRET peptide cleavage | inhibition, % at 6.95 µM | actives 0.83% (n = 370,000);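 active = inhibition above the mean of compounds lying between control limits plus 3 SD, set per campaign, cut at about 8.5% in these data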;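 note: 0% = DMSO-only wells as the low control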
ASAP1 GAP inh: ASAP1 ArfGAP inhibition; actives 0.19% (n = 360,000); ASAP1-stimulated ARF1 GTP hydrolysis, GDP FP detection; Q9ULH1; inhibition, % at 16.5 µM; in the data active = inhibition above about 25%;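 note: 0% = vehicle with enzyme and substrate and 100% = no enzyme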
PLC-beta3 inh: blocks human PLC-beta3 enzyme activity; Q01970; Purified PLC-beta3, fluorogenic substrate, fluorescence; inhibition, % at 12.2 µM; actives 0.18% (n = 370,000); in the data active = inhibition above about 11%;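 note: 0% = median of compound wells on plate and 100% = full blocker control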
ADAM10 inh: inhibitors of human ADAM10 | actives 0.62% (n = 370,000) | inhibition, % at 7 µM | AID 720582 | recombinant ADAM10, EDANS/DABCYL FRET peptide cleavage, 3 h;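 active = inhibition above a per-campaign cutoff equal to the mean of compounds falling between control-based bounds plus 3 SD, cut at about 20% in these data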;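 note: 0% = DMSO wells while the 100% control is not disclosed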
SIAE inh: blocks human sialic acid acetylesterase. Q9HAT2. SIAE FP-Rh probe binding, fluorescence polarization. inhibition, % at 9.66 µM. actives 0.69% (n = 370,000);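 active = inhibition above a cutoff: mean of compounds within the control limits plus 3 SD of those, cut at about 17% in these data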;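 note: 0% = plate median of compound wells and 100% = probe without SIAE protein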
PLC-gamma1 inh: blocks human PLC-gamma1 enzyme activity. purified PLC-gamma1, fluorogenic substrate, fluorescence. P19174. actives 0.84% (n = 370,000). inhibition, % at 12.2 µM; in the data active = inhibition above about 9.5%
TDP2 absorb: TDP2 (human) inhibition, absorbance primary screen; AID 720702; recombinant TDP2, T5PNP hydrolysis, p-nitrophenol absorbance 415 nm; actives 0.34% (n = 370,000); O95551; inhibition, % at 12.8 µM;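 active = inhibition above the mean of all tested compounds plus 3 SD, set per campaign, cut at about 25% in these data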;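 note: 0% = DMSO with enzyme and 100% = buffer with substrate but no TDP2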
Target sequence (O95551 whole entry, looked up): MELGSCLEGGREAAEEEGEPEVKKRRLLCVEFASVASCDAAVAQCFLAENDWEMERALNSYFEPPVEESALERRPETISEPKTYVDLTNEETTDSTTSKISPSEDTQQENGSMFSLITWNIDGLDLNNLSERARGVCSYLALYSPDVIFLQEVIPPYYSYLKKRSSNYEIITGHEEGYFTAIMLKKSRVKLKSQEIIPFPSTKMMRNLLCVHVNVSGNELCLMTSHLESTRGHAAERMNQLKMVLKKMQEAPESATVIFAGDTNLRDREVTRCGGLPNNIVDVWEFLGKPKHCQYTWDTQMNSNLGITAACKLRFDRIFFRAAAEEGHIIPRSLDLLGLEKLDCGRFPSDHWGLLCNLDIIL
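Evaluation: % inhibition relative to enzyme-containing and enzyme-free wells. Material: recombinant human TDP2. Benchmarks: enzyme-free and DMSO wells. Timing: enzyme reaction with compound for 2 h at 37 °C. Compound dosing: 12.8 µM only. Measured by: p-Nitrophenol epi absorbance. Reagent: T5PNP substrate at 5 mM, a TopII-DNA adduct mimic. Replication: single well per compound.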
DDE Tn6 FP inh: inhibitors of Tn6 peptide binding to human fibrin DD(E) | P02675 | AID 720509 | inhibition, % at 8.3 µM | Fibrin DD(E) TRITC-Tn6 fluorescence polarization displacement | actives 0.21% (n = 370,000);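 active = inhibition above a per-campaign cutoff: mean of compounds within control limits plus 3 SD, cut at about 15% in these data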;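 note: 0% = median of all compound wells on the plate and 100% = blocking peptide control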
The depositor's hits bear a star; nt = no result given.

SMILES	Tn7 DDE FP	ARFGAP1 inh	ADAM17 inh	ASAP1 GAP inh	PLC-beta3 inh	ADAM10 inh	SIAE inh	PLC-gamma1 inh	TDP2 absorb	DDE Tn6 FP inh
CCOc1ccccc1N=CC1=C(O)CC(c2ccccc2)CC1=O (stereo not drawn)	-7	2	0	-5	-35	-13	-6	-21	-15	-2
O=S(=O)(N/N=C/c1ccc(OC2CSC2)cc1)c1ccccc1	0	3	-2	4	2	4	7	2	3	2
CCCOc1ccc(CC(CC(=O)O)(C(=O)O)C(=O)O)cc1	-1	-1	0	0	2	1	7	2	-1	5
CCCCCCSc1ccc(-c2nc3cnccn3c2NC2CCCCC2)cc1	0	2	-14	7	-242	-28	-3	-164	-6	5
COC(=O)C1=C(C)N(C)C(=NCC2CC2)NC1c1ccc(F)cc1 (stereo not drawn)	-1	9	-2	-7	2	-4	1	1	-3	5
Cc1ccc(OCc2cc(C(=O)N3CCN(C)C[C@@H]3c3ccccc3)no2)cc1C	-2	-11	0	-15	-6	-1	-1	-6	14	-1
Cc1cc(-c2nnn(CCCOC(C)(C)C)c2C)ccc1-c1cn(CCCOC(C)(C)C)nn1	-4	-4	1	-9	5	1	1	1	1	17*
CCOc1ncccc1C(=O)Nc1ncc(C)s1	3	-10	0	-5	-3	-5	-2	-5	-1	0
COc1ccc(N(CC2CO2)S(=O)(=O)c2ccccc2)cc1 (stereo not drawn)	-1	3	-5	3	-1	-5	-6	1	2	-2
COc1ccccc1CN1C2CCCC1CC(NC(=O)/C=C/c1ccccc1)C2 (stereo not drawn)	7	-6	-1	-3	2	-4	-6	2	-5	2
O=C(O)c1ccccc1NC(c1ccccc1)c1ccc2cccnc2c1O (stereo not drawn)	-2	0	-23	1	-26	-84	3	-26	0	8
COC(=O)[C@]12CCCCC=C1N(Cc1ccc3c(c1)OCO3)C(=O)[C@H](CC(=O)NCCC(C)C)C2	-7	11	2	6	7	2	-4	5	-6	2
CC(C)Cc1ccc(S(=O)(=O)Nc2ccc3[nH]c(=O)[nH]c3c2)cc1	0	0	3	7	-1	12	3	6	-13	3
O=C(CCCc1nc(-c2ccccc2)no1)NC1CCCC1	0	-3	0	2	-5	0	2	0	3	-5
CN(C)CCNC(=O)C(=O)NCC(c1ccc2c(c1)OCO2)N1CCN(c2ccc(F)cc2)CC1 (stereo not drawn)	0	2	-3	-1	0	2	-2	4	6	-2
CN(C)c1ccnc(Oc2ccc(F)cc2)c1C#N	-1	17	2	-9	7	7	-3	2	-10	-4
CN(C(=O)C(C)(C)C)c1ccc(OCC(=O)N2CCc3ccccc3C2)cc1	-10	-10	-2	-7	-9	-8	-3	-1	6	-1
CCC1Oc2ccccc2N(CC(=O)NCCCN2CCCCC2CC)C1=O (stereo not drawn)	-4	0	5	3	3	17	2	5	-9	-4
COc1ccc(OCCC(=O)OCc2c(C)noc2C)cc1	-11	12	4	14	4	6	1	6	-5	-8
O=C1CC(c2ccccc2)C(=O)N2C(=O)CC(c3ccccc3)C(=O)N12 (stereo not drawn)	-3	-1	-5	-11	-2	-9	10	1	4	-6
CCCCNC1(C#N)CCN(Cc2ccccc2)CC1	4	-2	0	-7	3	-11	2	2	-9	6
CCn1cc(C(=O)N2CCc3ccccc32)c(=O)c2cc(S(=O)(=O)N3CCCC3)ccc21	8	-4	-1	12	1	-2	0	-1	13	6
Cc1c(C(=O)N(Cc2ccc(F)cc2)C2CCS(=O)(=O)C2)oc2ccccc12 (stereo not drawn)	3	-1	0	-7	-3	3	3	2	9	-2
Cc1ccc(-n2nc3c(c2NC(=O)C2CCCC2)CS(=O)(=O)C3)cc1	-9	2	-3	3	-9	-5	-5	-2	7	1
O=C(O)Cc1ccc(C(=O)c2ccc(Cl)cc2)s1	4	4	1	2	-4	-1	-4	2	-10	-9
Cc1ccc(-c2cc(Cc3ccccc3)c(=O)[nH]n2)cc1	-5	3	-1	13	2	3	-5	1	-13	-1
Cc1cc(C)nc(N2CCCC(C(=O)Nc3ccc4c(c3)OCO4)C2)n1 (stereo not drawn)	6	3	-4	7	-7	1	3	-1	2	0
O=C(NNS(=O)(=O)c1ccc(F)cc1F)c1csc(-c2cccnc2)n1	1	-14	-4	11	-5	-4	1	4	1	0
COc1ccccc1NC(=O)NCCN1CCN(c2cccc(Cl)c2)CC1	11	13	-5	-13	-5	0	5	0	-4	-10
CCOC(=O)Cc1csc(NS(=O)(=O)c2ccccc2)n1	-8	8	0	1	-2	0	4	5	0	1
CCc1cccc2c(C(=S)N3CCCC3)c[nH]c12	9	-2	0	-6	3	0	1	1	10	4
CCN(CC(=O)Nc1c(F)cccc1F)C(=O)c1cccnc1SC	5	-5	2	3	-1	-6	-2	-1	-5	9
CC(C)CCOc1ccc(C(=O)O)cc1	2	19	-8	-13	2	-9	-4	2	1	6
COC(=O)c1sccc1NC(=O)CC1C(=O)NCCN1C(=O)c1c(F)cccc1Cl (stereo not drawn)	2	2	-3	2	-5	-3	-6	0	2	-7
CCOCN(C(=O)Cn1c(COC)nc2ccccc21)c1c(C)cccc1CC	-3	-11	0	8	-1	0	-1	1	-4	-6
Cc1ccccc1C(=NCCCN(C)C)c1ccccc1C	-1	-4	-2	9	1	-1	8	0	7	3
CN(C)c1ccc(/C=N/c2cc(-c3ccccc3)nn2-c2ccccc2)cc1	3	4	0	-2	2	8	0	-2	7	-5
CCc1ncc(C(O)c2cccc(OC)c2OC)n1C (stereo not drawn)	-2	2	0	-5	5	4	-2	2	3	-6
COc1ccc(CN(C)CC(=O)NC(=O)NC2CCCCC2)cc1	-8	-1	-3	3	-2	21*	-5	4	-3	1
Cc1nc(-c2nnc(SCC(=O)Nc3ccc(Cl)cc3)n2C)cs1	2	0	0	-14	-3	1	16	5	7	2
Cc1ccn2c(NC3CCCC3)c(-c3ccncc3)nc2c1	4	1	-7	5	-104	-13	18*	-70	-15	0
COc1ccccc1N1CCN(C(=O)c2ccc(S(=O)(=O)N3CCCCCC3)cc2)CC1	0	3	4	-4	3	4	7	5	2	-7
NS(=O)(=O)c1ccccc1	6	3	5	15	11*	6	-11	15*	-21	-1
CCn1c(-c2ccccc2O)n[nH]c1=S	-2	-9	-2	4	-115	4	1	-1	3	2
CCCCC1(CCCC)NC(=S)N(Nc2ccc(C)cc2)C1=O	0	5	-4	1	2	-4	3	-1	-7	1
O=C(CNC(c1ccccc1)c1ccccc1)Nc1ccccc1-c1ccccc1	2	0	7	7	1	14	-11	7	2	-6
COC(=O)[C@@H]1CCCN1C(=O)CCc1nnc(CCC2CCCCC2)o1	-2	3	-1	2	-1	-13	1	-2	-3	5
COc1ccc(OC)c(/C=N/c2c(-c3ccc(O)c(OC)c3)nc3ccccn23)c1	-6	2	-26	-6	-223	-79	2	-194	-7	4

Of the compounds above, two contain a tert-butyl group:
SMILES	Tn7 DDE FP	ARFGAP1 inh	ADAM17 inh	ASAP1 GAP inh	PLC-beta3 inh	ADAM10 inh	SIAE inh	PLC-gamma1 inh	TDP2 absorb	DDE Tn6 FP inh
Cc1cc(-c2nnn(CCCOC(C)(C)C)c2C)ccc1-c1cn(CCCOC(C)(C)C)nn1	-4	-4	1	-9	5	1	1	1	1	17*
CN(C(=O)C(C)(C)C)c1ccc(OCC(=O)N2CCc3ccccc3C2)cc1	-10	-10	-2	-7	-9	-8	-3	-1	6	-1

Other structures follow.
SMILES	Tn7 DDE FP	ARFGAP1 inh	ADAM17 inh	ASAP1 GAP inh	PLC-beta3 inh	ADAM10 inh	SIAE inh	PLC-gamma1 inh	TDP2 absorb	DDE Tn6 FP inh
CCOc1ccc(S(=O)(=O)Nc2ccccc2SC)cc1	-2	-5	0	-6	2	-1	3	-1	-1	0
Cc1ccc(NC(=O)c2c(O)c3ccccc3n(C)c2=O)nc1	-12	5	2	-8	1	-1	-2	5	-7	-1
CC(C)c1nnc(NC(=O)C2CCN(C(=O)Nc3ccc(Cl)cc3)CC2)s1	0	10	1	-5	0	1	-8	2	-3	-6
Cc1ccc(CS(=O)(=O)CC(C)(O)c2ccccc2)cc1 (stereo not drawn)	2	-1	-1	-1	-1	4	-2	1	5	-1
CC1CCN(S(=O)(=O)c2ccc3c(c2)N(CC(=O)NCCCN2CC(C)CC(C)C2)C(=O)CS3)CC1 (stereo not drawn)	0	-4	-3	6	-1	-1	-6	1	-10	-5
CCCCCCNc1cc2n(c(=O)n1)CCc1cc(OC)c(OC)cc1-2	4	-7	-92	9	-153	-274	-3	-108	-3	-1
CCn1c(COc2ccc(C)cc2)nnc1SCc1ccc(C#N)cc1	-1	-2	0	4	-2	-6	-8	0	-3	-2
COc1ccc(C)cc1NC(=O)C1CC(=O)OC12CCCCC2 (stereo not drawn)	5	6	-4	6	0	2	4	4	5	-2
CN(c1ccccc1)c1cc(Br)nc(Br)c1	-2	-15	0	-7	-6	-7	-5	3	-2	-1
O=C(NCC1COc2ccccc2O1)c1ccc(NC(=O)c2cccc(F)c2F)cc1 (stereo not drawn)	-1	nt	-1	nt	2	-8	1	-2	0	4
CCc1ccc(S(=O)(=O)NC(CC(=O)O)c2ccccc2)cc1 (stereo not drawn)	-5	-1	-1	4	3	-1	3	1	6	7
Cc1cc(C)cc(OCC(=O)OCC(=O)NC2CCCCCCC2)c1	2	-16	2	-10	-3	8	0	-2	-5	-4
CCc1ccc(OC(=O)/C=C/c2ccco2)cc1	-7	2	1	1	-10	-6	7	-3	-2	-6
Cn1c(/C=C/c2ccc(Cl)cc2)nc2ccccc2c1=O	7	2	-2	1	-20	1	-2	-11	7	-2
CCC(NC(=O)c1[nH]c(C)c(C(C)=O)c1C)c1ccc(Br)cc1 (stereo not drawn)	-6	-5	-1	1	-8	4	-5	-4	13	-6
COc1cc(/C=N/NC(=O)C(=O)NCc2ccco2)cc(Br)c1O	0	-1	-5	-1	-11	-5	9	-1	-12	10
Nn1c(SCc2ccccc2F)nnc1-c1ccncc1	-3	-11	-1	-4	-7	4	5	1	5	-7
CC1CCN(C(=O)CCNC(=O)Cn2cnc3sc4c(c3c2=O)CCCC4)CC1	-2	10	-6	-10	0	-1	-1	0	10	10
CC(Oc1cc2oc(=O)c3c(c2cc1Cl)CCCC3)C(=O)NCc1ccccn1 (stereo not drawn)	4	1	-25	-6	-28	-64	10	-11	-11	-1
COc1ccc(-c2cn3c(C)c(C(=O)Nc4cc(NC(C)=O)ccc4OC)sc3n2)cc1	7	11	-103	-3	-371	-326	-6	-210	-3	-4
COc1cccc(/C=N/N=C(\N)c2nonc2N)c1O	-10	7	1	-3	1	10	1	-3	-1	-5
